# From PubChem BioAssay
# Pf growth 96h = P. falciparum growth inhibition at 96 hour, primary screen for plastid delayed-death inhibitors. 320,000 tested, 6.9% active. P. falciparum luciferase reporter growth, 96 h. AID 504834. Potency, µM (doses to about 28.7 µM), for the others: at the top dose activity change, negative = inhibition, actives largely listed as inhibitors
#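 Plates of compound plus infected erythrocytes (2% hematocrit, 0.05% parasitemia final) incubate 96 hours, 37 C, 5% CO2. Detection reagent added; reduced luminescence from the parasites' luciferase reporter flags inhibition.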
# TbPYK inhibitor = blocks Trypanosoma brucei pyruvate kinase. Q57TT1. TbPYK enzyme, Kinase-Glo Plus ATP luminescence, 45 min. Potency, µM (doses to about 76.8 µM), without a hit: top-dose activity, negative = inhibition, actives largely listed as inhibitors. 410,000 tested, 0.12% active. AID 624173; note: nearly all actives have a fitted effect of over 50% in size
#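 Luminescence from Kinase-Glo Plus, added after a 45-minute room-temperature reaction, served as the end-point read-out. The enzyme and substrate were preincubated with compound before ADP (130 uM final) initiated turnover. Concentration-effect curves came from normalized qHTS data.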
# Sm TGR block = blocks Schistosoma mansoni thioredoxin glutathione reductase. purified TGR, DTNB reduction, TNB absorbance 405 nm. Potency, µM (top dose mostly 114 µM), without a hit: at the highest dose activity change, negative = inhibition, actives largely listed as inhibitors. 360,000 tested, 3% active; note: nearly all actives have a fitted effect of over 60% in size
#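 First, TGR (20 nM dispensed) and NADPH were mixed with compound. Second, a 15 min room-temperature incubation followed. Third, further NADPH and then DTNB were added to start the reaction. Finally, TNB absorbance was monitored kinetically.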
# HCV inh = HCV inhibition. Huh7.5.1 HCVcc-Cre infection, luciferase reporter, 44 h. Potency, µM (series often up to 41.8 µM), inactives show at the highest dose activity change, negative = inhibition, most hits filed as inhibitors. 340,000 tested, 3.4% active
#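 Reporter virus HCVcc-Cre (~0.5 moi) infects cells exposed to compound; seeding density 1,000 cells/well with 4 h settling beforehand. Luminescence, 15 sec read, taken 44 h post-infection following a 15 min RT substrate incubation.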
# Pf growth 48h = inhibits P. falciparum growth in the first generation, 48 h; P. falciparum luciferase growth in erythrocytes, 48 h; Potency, µM (doses to about 28.7 µM), without a hit: top-dose activity change, negative = inhibition, actives largely listed as inhibitors; 310,000 tested, 5.9% active; AID 504832
#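 Here the parasites carry a stable luciferase gene and grow inside erythrocytes in Albumax-based RPMI medium with compound for one erythrocytic cycle. Activity is scored as loss of luminescent signal.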
# LmPK inhibitor = LmPK (Leishmania mexicana) enzyme inhibition. Q27686. purified LmPK, Kinase-Glo ATP luminescence, 1 h. Potency, µM (titrated, usually from 57.5 µM), for inactives: at the top dose activity change, negative = inhibition, hits mostly inhibitors. 290,000 tested, 0.37% active. AID 1721
# Target sequence (Q27686 whole entry, looked up): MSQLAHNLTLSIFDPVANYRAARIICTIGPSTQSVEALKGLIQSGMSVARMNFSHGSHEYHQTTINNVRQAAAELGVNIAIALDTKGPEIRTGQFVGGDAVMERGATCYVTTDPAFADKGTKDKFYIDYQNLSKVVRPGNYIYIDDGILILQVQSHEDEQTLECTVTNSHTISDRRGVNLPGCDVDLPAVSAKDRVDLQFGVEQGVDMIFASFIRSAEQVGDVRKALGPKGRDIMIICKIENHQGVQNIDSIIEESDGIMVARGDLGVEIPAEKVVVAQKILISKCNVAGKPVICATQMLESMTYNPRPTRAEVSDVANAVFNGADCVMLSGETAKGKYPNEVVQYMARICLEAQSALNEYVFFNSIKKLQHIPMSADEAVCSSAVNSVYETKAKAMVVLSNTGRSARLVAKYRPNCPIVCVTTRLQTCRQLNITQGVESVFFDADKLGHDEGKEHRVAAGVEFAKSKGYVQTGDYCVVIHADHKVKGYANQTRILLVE
#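 In 50 mM imidazole pH 7.2 with 7 mM MgCl2, LmPK (0.1 nM) turned over PEP (0.5 mM) and ADP (0.1 mM) for 1 h at room temperature. Luciferase read-out of ATP.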
# * = called active by the depositor; ? = inconclusive; · = not tested or not shown; & = joins results of further samples; [ ] = another dose, or the depositor's remark. Calls come from the whole dose curve; as a rule, active = well fitted curve in the direction sought with a large enough effect; inconclusive = small, poorly fitted or top-dose-only effect, or another doubt; inactive = no such curve, though single readings can be large; an effect the other way counts as inactive or inconclusive. % is set by controls: 0 for no effect and ±100 for the full control effect; potency is the fitted concentration of half-maximal effect.
# Keys: A = Pf growth 96h; B = TbPYK inhibitor; C = Sm TGR block; D = HCV inh; E = Pf growth 48h; F = LmPK inhibitor
COc1ccc(CNC(=O)c2ccc(NS(=O)(=O)c3ccc4[nH]c(=O)[nH]c4c3)cc2)cc1OC
  A: ?	B: 1%	C: -7%	D: 14%	E: -21%	F: ·
O=C(NC(=S)Nc1ccc2cn[nH]c2c1)c1ccccc1
  A: 149%[activator]	B: 1%	C: 14µM*	D: ?	E: 359%[activator]	F: -1%
CN(Cc1ccc(Cl)cc1)C(=O)c1ccc2ccccc2n1
  A: 0%	B: 0%	C: -2%	D: -25%	E: 31%[activator]	F: 0%
COc1ccc(S(=O)Cc2ccc(C(=O)NCc3cccc(OC)c3)o2)cc1 (centres undefined)
  A: -20%	B: 3%	C: 25µM*	D: -7%	E: 4%	F: -2%
COc1ccc(/C=N\NC(=O)c2ccccc2F)cc1COc1ccc(F)cc1
  A: ?	B: 3%	C: -21%	D: -19%	E: 4%	F: -6%
COc1ccc(N(CC(=O)NCCSCc2cccc(Cl)c2)S(C)(=O)=O)cc1Cl
  A: ?	B: -1%	C: 0%	D: -14%	E: -21%	F: 1%
Cc1ccc(C)c(NC(=S)N2CCCCC2CO)c1 (centres undefined)
  A: 14%	B: 1%	C: 5%	D: 6%	E: 28%	F: 1%
Cc1nn(-c2ccccn2)c2c1-c1nc(N)ncc1CC2
  A: ·	B: 4%	C: 0%	D: -20%	E: 36%[activator]	F: 0%
CN(C)S(=O)(=O)c1ccc(Cl)c(NC(=O)COC(=O)CN2C(=O)C3CCCCC3C2=O)c1 (centres undefined)
  A: 16%	B: 3%	C: 47%[activator]	D: 24%	E: 3%	F: -1%
O=C(COC(=O)CCc1c[nH]c2ccccc12)NCc1ccc2c(c1)OCO2
  A: 9%	B: -4%	C: -4%	D: 15%	E: 0%	F: 1%
O=C(CCc1nc2ccccc2[nH]1)Nc1ccccc1F
  A: 22%	B: -3%	C: -1%	D: 17%	E: 48%[activator]	F: 3%
Cc1cnc(C(=O)OCC(=O)NCc2ccccc2)cn1
  A: 18%	B: 4%	C: -2%	D: 15%	E: -7%	F: -2%
CCn1c(SCC(=O)N2CCOCC2)nnc1C(C)NC(=O)c1ccccc1 (centres undefined)
  A: -7%	B: 6%	C: 1%	D: 25%	E: 8%	F: 0%
COc1ccc(CNC(=O)C(=O)NCc2cccnc2)cc1
  A: ?	B: 5%	C: ·	D: 8%	E: 6%	F: -3%
CCOC(=O)C1=C(C)N(C)C(=S)NC1c1ccccc1 (centres undefined)
  A: -9%	B: 1%	C: ?	D: 7%	E: -10%	F: 1%
N#C/C(=C/c1cn[nH]c1-c1ccc(Br)cc1)C(=O)O
  A: -22%	B: -1%	C: -35%	D: 0%	E: 6%	F: 5%
Cc1ccc(NC(=O)c2ccccc2NC(=O)c2cccnc2)cc1
  A: ?	B: 3%	C: 0%	D: ?	E: -16%	F: 2%
Cc1cc(C)nc(N(C#N)Cc2ccc(Br)cc2)n1
  A: ?	B: 1%	C: 8%	D: -9%	E: ?	F: 12%
CCCOc1ccc(/C=N/NC(=O)CSc2ccccn2)cc1OC
  A: 81%[activator]	B: 2%	C: 3%	D: -13%	E: 38%[activator]	F: 0%
Cc1ccc(NC(=O)CSCC(=O)N(C)CC(=O)Nc2cccc(F)c2)cc1
  A: 5%	B: -1%	C: -7%	D: 3%	E: 21%	F: ·
COc1cccc(C(=O)C(C#N)=C(SC)SC)c1
  A: ?	B: -1%	C: 13µM*	D: ?	E: ?	F: 11%
CCN(CC)S(=O)(=O)c1ccc(NC(=O)COc2c(OC)cccc2OC)cc1
  A: ?	B: -4%	C: 10%[11.4 µM]	D: ?	E: ·	F: 1%
Cc1ccoc1C(=O)N1CCCC(CO)(Cc2ccc(F)cc2)C1 (centres undefined)
  A: 9%	B: 0%	C: 34%	D: -7%	E: -7%	F: -6%
CCCCNC(=O)C(=O)NCCCn1ccnc1
  A: 55%[activator]	B: 7%	C: 11%	D: 4%	E: 9%	F: -2%
c1cncc(-c2nnc(-c3cccs3)o2)c1
  A: ?	B: -1%	C: 0%	D: -10%	E: 52%[activator]	F: -13%
O=C(OCc1nc2ccccc2[nH]1)C1CCCCC1
  A: 46%[activator]	B: -5%	C: -10%	D: 1%	E: 9%	F: -1%
NS(=O)(=O)c1ccc(NC(=S)NC(=O)c2ccc(Br)o2)cc1
  A: 35%[activator]	B: -12%	C: -6%	D: -16%	E: 23%	F: -4%
O=C(CCCCCCN1C(=O)c2ccccc2C1=O)NC1CCCCC1
  A: 45%[activator]	B: 13%	C: -4%	D: 11%	E: 10%	F: 0%
CC1CN(C)C(C)c2c1oc1ccc([N+](=O)[O-])cc21 (centres undefined)
  A: 8%	B: 3%	C: -2%[57.1 µM]	D: ?	E: 21%	F: -6%
CCOC(Cn1c(SCC(=O)Nc2cc(C)on2)nc2ccccc2c1=O)OCC
  A: 1%	B: 2%	C: 4%	D: -20%	E: -24%	F: 4%

# Some entries already given with just Pf growth 96h, HCV inh and Sm TGR block.
Compound,Pf growth 96h,HCV inh,Sm TGR block
CCCCNC(=O)C(=O)NCCCn1ccnc1,55%[activator],4%,11%
c1cncc(-c2nnc(-c3cccs3)o2)c1,?,-10%,0%
O=C(OCc1nc2ccccc2[nH]1)C1CCCCC1,46%[activator],1%,-10%

# Part of the list above, with tabs.
compound	Pf growth 96h	TbPYK inhibitor	Sm TGR block	HCV inh	Pf growth 48h	LmPK inhibitor
COc1ccc(CNC(=O)C(=O)NCc2cccnc2)cc1	?	5%	·	8%	6%	-3%
CCOC(=O)C1=C(C)N(C)C(=S)NC1c1ccccc1 (centres undefined)	-9%	1%	?	7%	-10%	1%
N#C/C(=C/c1cn[nH]c1-c1ccc(Br)cc1)C(=O)O	-22%	-1%	-35%	0%	6%	5%
Cc1ccc(NC(=O)c2ccccc2NC(=O)c2cccnc2)cc1	?	3%	0%	?	-16%	2%
Cc1cc(C)nc(N(C#N)Cc2ccc(Br)cc2)n1	?	1%	8%	-9%	?	12%
CCCOc1ccc(/C=N/NC(=O)CSc2ccccn2)cc1OC	81%[activator]	2%	3%	-13%	38%[activator]	0%
Cc1ccc(NC(=O)CSCC(=O)N(C)CC(=O)Nc2cccc(F)c2)cc1	5%	-1%	-7%	3%	21%	·
COc1cccc(C(=O)C(C#N)=C(SC)SC)c1	?	-1%	13µM*	?	?	11%
CCN(CC)S(=O)(=O)c1ccc(NC(=O)COc2c(OC)cccc2OC)cc1	?	-4%	10%[11.4 µM]	?	·	1%
Cc1ccoc1C(=O)N1CCCC(CO)(Cc2ccc(F)cc2)C1 (centres undefined)	9%	0%	34%	-7%	-7%	-6%
CCCCNC(=O)C(=O)NCCCn1ccnc1	55%[activator]	7%	11%	4%	9%	-2%
c1cncc(-c2nnc(-c3cccs3)o2)c1	?	-1%	0%	-10%	52%[activator]	-13%
O=C(OCc1nc2ccccc2[nH]1)C1CCCCC1	46%[activator]	-5%	-10%	1%	9%	-1%
NS(=O)(=O)c1ccc(NC(=S)NC(=O)c2ccc(Br)o2)cc1	35%[activator]	-12%	-6%	-16%	23%	-4%
O=C(CCCCCCN1C(=O)c2ccccc2C1=O)NC1CCCCC1	45%[activator]	13%	-4%	11%	10%	0%
CC1CN(C)C(C)c2c1oc1ccc([N+](=O)[O-])cc21 (centres undefined)	8%	3%	-2%[57.1 µM]	?	21%	-6%
CCOC(Cn1c(SCC(=O)Nc2cc(C)on2)nc2ccccc2c1=O)OCC	1%	2%	4%	-20%	-24%	4%

# New compounds follow:
# Every second line gives: Pf growth 96h	TbPYK inhibitor	Sm TGR block	HCV inh	Pf growth 48h	LmPK inhibitor
CC(C)C(C)NC(=O)COc1ncnc2sccc12 (centres undefined)
    19%	-14%	-4%	17%	0%	1%
COc1ccc(OC)c(CNC(=O)CCc2nc(-c3cccs3)no2)c1
    ?	-1%	-6%	4%[8.37 µM]	23%	0%
O=C(N/N=C\c1cc([N+](=O)[O-])ccc1N1CCCC1)c1ccccn1
    -18%	-9%	-23%	?	?	0%
Cc1cc(C)cc(SCc2noc(C(=O)NCCCN3CCOCC3)c2C(=O)NCCCN2CCOCC2)c1
    ?	-5%	1%	1µM*	9.3µM*	3%
O=[N+]([O-])c1ccccc1CN1CCN(c2ncccn2)CC1
    5%	2%	-4%	7%	13%	-4%
Cc1nn(C)c(Oc2cccc(C(F)(F)F)c2)c1C=O
    1%	5%	7%	-11%	-6%	-14%
COc1ccc(NC(=O)c2cc(S(=O)(=O)N(Cc3ccccc3)c3ccccc3)ccc2Cl)cn1
    ?	3%	-16%	?	?	2%
CCN(CC)CCNC(=O)Cn1cnc2sc(C)c(S(=O)(=O)N3CCN(c4ccccc4OC)CC3)c2c1=O
    ?	6%&-1%	4%&9%	6%	1%	0%
O=C(CCNS(=O)(=O)c1ccc(Br)s1)N1CCCCC1
    216%[activator]	-7%	1%	-14%	25%	3%
CC(c1ccccc1)C1C(C#N)=C(N)SC(N)=C1C#N (centres undefined)
    ·	-6%	-18%	6%	-5%	-1%
COc1cccc(OCC(O)CN2CCN(c3ncccn3)CC2)c1 (centres undefined)
    -4%	-1%	-10%	20%	1%	-1%
COc1ccc(Cl)cc1NC(=O)CN(C)CC(=O)NC(C)c1ccccc1 (centres undefined)
    -16%	4%	-4%	?	10µM*	4%
CCN1C(=O)S/C(=C\c2ccc(N3CCOCC3)cc2C)C1=O
    298%[activator]	-2%	1%	?	167%[activator]	0%
O=C(Nc1ccc(N2C(=O)CCC2=O)cc1Cl)c1cccs1
    26%	5%	1%	10%	21%	0%
O=c1[nH]c(/C=C/c2ccccc2Cl)c([N+](=O)[O-])c(=O)[nH]1
    51%[activator]	-2%	0%	32%[activator]	-20%	2%
O=C(c1cccs1)N1CCN(c2nc3c(F)cc(F)cc3s2)CC1
    ?	-8%	0%	-20%	-7%	·
O=C(CCN1C(=O)/C(=C/C=C/c2ccccc2)SC1=S)Nc1ccccn1
    -59%	-11%	-1%	11%	2%	-1%
Cc1cc(C(=O)N2CCCC(N3CCN(c4cccc(C(F)(F)F)c4)CC3)C2)c(C)o1 (centres undefined)
    21%	-8%	?	13µM*	-4%	11%
O=C(CCn1c(=S)oc2ccccc21)Nc1cc([N+](=O)[O-])ccc1F
    -4%	2%	-4%	-12%	8.3µM*	-3%
CCN(CC)S(=O)(=O)c1ccc(NC(=O)c2cnc(C)cn2)cc1
    -28%	-7%	-9%	2%	11%	21%
NC(=S)NS(=O)(=O)c1ccc(N)cc1
    -6%	1%	·	·	-2%	·
N/C(Cc1cccs1)=N\OC(=O)COc1ccccc1Cl
    ·	2%	-11%	-5%	106%[activator]	-6%
COc1ccc(-n2nc(C(=O)NCC(=O)N3CCN(c4ccccc4F)CC3)c3ccccc3c2=O)cc1OC
    ?	-3%	-1%	-17%	?	-4%
Cc1ccc(-n2c(/C=C/c3ccccn3)nc3ccccc3c2=O)cc1
    -16%	9%	-6%	9%	?	0%
O=c1c(C(c2ccccc2)c2c(O)nc3n(c2=O)CCS3)c(O)nc2n1CCS2
    -16%	-6%	1.8µM*	13%	-4%	6%
O=C(NCc1ccccc1)N1CCn2c(nc3ccccc32)C1
    ?	3%	-22%	2%	13%	-2%
O=C(NCCc1ccc(Cl)cc1)c1cccnc1
    ·	3%	-5%	3%	34%[activator]	12%
CCCc1nnc(NC(=O)Cn2cnc3ccccc3c2=O)s1
    27%	6%	-9%	-1%	33%[activator]	1%

# Rows are unselected. Share with any hit: about 16%.
